# p53null 39C kill – qHTS Screen for Compounds that Selectively Target Cancer Cells with p53 Mutations: Cytotoxicity of p53 Null Cells at the Nonpermissive Temperature. H1299 p53-null (neo) cells, 39C, ATPlite viability, 24 h. Potency, µM (doses to about 46.1 µM), without a hit: top-dose activity, negative = cell killing, actives largely listed as cytotoxic. 55,000 tested, 0.97% active. AID 904, 2007;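 further: 0% = DMSO only and -100% = full killing by 100 µM tamoxifen; nearly all actives have a fitted effect of over 50% in size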
#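 Concentration-response (up to 46 uM) was run for 24 h at the nonpermissive 39C on H1299-p53A138V or H1299-neo cells. ATP content was measured with ATPlite luminescence. AC50 values were Hill-modeled after normalizing between DMSO and 100 uM tamoxifen killing.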
# p53null 32C tox – qHTS Screen for Compounds that Selectively Target Cancer Cells with p53 Mutations: Cytotoxicity of p53 Null Cells at the Permissive Temperature. H1299-neo p53 null cells, ATP luminescence, 24 h, 32C. Potency, µM (doses to about 46.1 µM), for the others: at the highest dose activity change, negative = cytotoxicity, most hits filed as cytotoxic. 55,000 tested, 0.62% active;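 further: 0% = DMSO only and -100% = full killing by 100 µM tamoxifen; nearly all actives have a fitted effect of over 55% in size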
#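 Luminescent ATP readout gave cell viability of p53-null H1299-neo cells after a 24 h compound exposure at the permissive 32C. Titrations ran up to 46 uM, and AC50s were fitted with the standard Hill equation.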
# * = called active by the depositor; ? = inconclusive; [ ] = another dose, or the depositor's remark. The call rests on the fitted dose curve; in most records, active means well fitted cell-killing curve with a large enough effect; inconclusive means small, poorly fitted or top-dose-only effect; inactive means no such curve, though single readings can be large or run the other way. Potency means the concentration at half of the fitted maximal effect. A portion of the library; count on the stated rates, not on these rows.
SMILES,p53null 39C kill,p53null 32C tox
Cc1cc(C)c(S(=O)(=O)N(C2=NCCS2)S(=O)(=O)c2c(C)cc(C)cc2C)c(C)c1,24%,-3%
CCC(=O)N1CCc2cc(S(=O)(=O)CCC(=O)Nc3ccc(C)c(F)c3)ccc21,-3%,-3%
Cc1ccc(-c2nnn(CC(=O)N(Cc3cccs3)C(C(=O)NC3CCCC3)c3ccncc3)n2)cc1 (stereo unspecified),-10%,1%
CC(=O)c1ccc(NC(=O)CCc2c(C)nc3ncnn3c2C)cc1,-15%,-8%
C/C(=N\NC(=O)CNc1cccc(C(F)(F)F)c1)c1cccc(Br)c1,11%,11%
CCCCNC(=O)c1cc(-c2ccc(F)cc2)on1,-23%,-7%
Cc1ccccc1N(CC(=O)NC1CCCC1)C(=O)C1(C)CC(=O)N=C2C=CC=CN21 (stereo unspecified),-4%,-4%
CCN=C1S/C(=C\c2cn(C(C)=O)nc2-c2ccccc2)C(=O)N1CC,17%,12%
COc1cc(/C=N/O)ccc1OCc1ccc(C(=O)O)cc1,8.9µM*,13µM*
Cc1ccccc1CN1CCN(S(=O)(=O)c2ccc(F)cc2)CC1,6%,2%
Cc1nn(CCC(=O)NNC(=S)Nc2ccc(Cl)cc2)c(C)c1[N+](=O)[O-],-2%,-1%
COc1ccccc1/C=C/C1(C(=O)NC2CCCC2)CC(=O)N1c1ccc(C)cc1 (stereo unspecified),-1%,29%
CC1CCN(C(=O)CSCC(=O)Nc2nc(-c3cccs3)cs2)CC1,-4%,-15%
O=C(CCSc1nc2ccccc2o1)N1CCOCC1,-5%,7%
Cn1cnc(S(=O)(=O)NCc2cccs2)c1,11%,10%
COc1ccc(-c2c(C#N)c(SCC(N)=O)nc3c2CCCC3)cc1,8%,-2%
O=C(O)C1CCCCC1C(=O)N1CC=C(c2ccccc2)CC1 (stereo unspecified),1%,-14%
Cc1nn(-c2cc(N3CCCCC3)ccc2N)c(=O)c2ccccc12,-3%,2%
CC1=NNC(=O)C1CCC(=O)N/N=C/C=C/c1ccccc1 (stereo unspecified),5%[1.84 µM],-2%
COc1cc(C(=O)Oc2cc(C)cc(C)c2)cc(OC)c1OC,7%,17%
COc1ccc(C(C(=O)NC2CCCC2)N(C(=O)c2ccco2)c2ccc(OC)c(OC)c2)cc1 (stereo unspecified),7%,5%
C=C(C)C1CC=C(C)/C(=N/NC(=O)COc2cccc(C)c2)C1 (stereo unspecified),12%,5%
Nc1nnc(CCOc2ccc(Cl)cc2)s1,2%,5%
COc1ccccc1N1CCN(Cc2ccc(OC)c3ccccc23)CC1,-5%,-13%
Cc1sc2nc3n(c(=O)c2c1C)CCCCC3,12%,5%
# (continued)
SMILES,p53null 39C kill,p53null 32C tox
C=CCSc1nc2ccccc2n1S(=O)(=O)c1ccc(C)cc1,3%,5%
Cc1ccc(CSc2nnc(Cn3c(=O)sc4ccccc43)n2C)cc1,-6%,0%
Cc1nn(Cc2ccccc2)c(C)c1NC(=O)c1cc(-c2ccco2)on1,1%,-2%
Cn1c(Cn2c(=O)sc3ccccc32)nnc1SCC(=O)N1CCCCCC1,-1%,1%
CSc1nc(-c2ccccc2)nn1C(=O)c1ccco1,5%,5%
COc1ccc(NC(=O)CN2CCN(c3ccccc3Cl)CC2)cc1,24%,-5%
COc1ccc(-c2csc(NC(=O)c3cc(-c4cccs4)nc4ccccc34)n2)c(OC)c1,-4%[1.84 µM],3%
Cc1ccc2c(c1)NC(=O)CC(c1ccccc1)=N2,-16%,-2%
CC(=O)c1ccc(N2CCN(C(=O)c3ccc4c(=O)n(-c5ccccc5)c(=O)[nH]c4c3)CC2)cc1,6%,0%
O=C(Nc1nc2ccc3ccccc3c2s1)c1ccc(N2CCCCC2)c([N+](=O)[O-])c1,19%,-6%
CCOC(=O)C(NC(=O)Cc1ccccc1)(Nc1cc(C)on1)C(F)(F)F (stereo unspecified),26%,2%
COc1ccc2c(c1OC)C(=O)N(c1ccc3c(c1)CCC3)C2=O,-10%,1%
CC(C)(Oc1ccc(Cl)cc1)C(=O)N1CCN(c2ccccn2)CC1,12%,3%
Cc1ccc(N(CC(=O)Nc2ccccc2C(=O)N2CCOCC2)S(C)(=O)=O)cc1,-28%,-7%
Cc1cccc(C)c1OCC(O)CNS(=O)(=O)c1ccccc1C(=O)N1CCOCC1 (stereo unspecified),19%,0%
O=C(Nc1nc(COc2ccccc2)cs1)C1CCC1,-10%,-10%
NC(=O)CSc1nnc(Cc2csc(Nc3ccc(F)cc3)n2)n1Cc1ccccc1,18%,-6%
CCOC(=O)N1CCc2c(sc(NC(=O)c3ccc(S(=O)(=O)N4CCCC4)cc3)c2C#N)C1,9%,25%
N#CC(C#N)=Cc1ccc(OC(=O)c2ccccn2)cc1,-2%[1.84 µM],11%
COC(=O)c1cccc(N2C(=O)C3CC=CCC3C2=O)c1 (stereo unspecified),-4%,-1%
CCCCOc1ccc(CSC(CC(=O)O)C(=O)O)cc1 (stereo unspecified),0%,-3%
O=C1c2ccccc2C(Nc2ccc3c(c2)OCCO3)N1c1ccccn1 (stereo unspecified),9%,9%
CCCn1c(-c2nonc2N)nc2ccccc21,-2%,20%
Cc1cccc(N2C(=O)CCC2=O)c1,2%,-1%
CC(C)c1cc(NCCCN2CCOCC2)n2c(nc3ccccc32)c1C#N,1%,2%
# (listing goes on)
SMILES,p53null 39C kill,p53null 32C tox
Cc1ccc(OCCNC(=O)c2ccccc2N)cc1,1%,9%
COc1ccc(-c2c(C#N)c(N)nc3c2c(=O)n(C)c(=O)n3C)cc1,-19%,-13%
COc1ccc(CC(=O)N2CCOCC2)cc1,4%,-11%
O=C(NCCc1ccc(F)cc1)c1cccs1,-3%,-5%
CC(C)(C)c1ccc(-c2nc(-c3ccncc3)no2)cc1,-17%,0%
Cc1sc2ncnc(OCC(=O)N3CCN(S(=O)(=O)c4ccccc4)CC3)c2c1C,-4%,5%
CCCC1CC(C)(c2csc(Nc3ccc(OCC)cc3)n2)OC1=O (stereo unspecified),-15%,11%
COc1ccc(CNc2oc(C)nc2C#N)cc1,-1%,4%
CCn1c(SCC(=O)NCc2ccc3c(c2)OCO3)nnc1-c1c[nH]c2ccccc12,-7%,1%
CC1CCCCN1S(=O)(=O)c1ccc(S(=O)(=O)N(Cc2ccccc2)Cc2ccco2)cc1 (stereo unspecified),0%,2%
N/C(=N\OC(=O)c1ccco1)c1ccccc1,7%,0%
COc1cccc(NC(=O)Nc2ccc3c(c2)nnn3C)c1,-7%,-22%
COc1ccc(C2(C(=O)Nc3cc(C)on3)CCOCC2)cc1,2%,14%
Cc1ccc(S(=O)(=O)N2CCN(CC(=O)N/N=C/c3ccc(C)o3)CC2)cc1,14%[1.84 µM],-4%
CCCCn1c(NCc2ccc3c(c2)OCO3)nc2ccccc21,-27%,-10%
Cc1cc(Br)ccc1SCC(=O)OCC(=O)Nc1ccccc1C#N,14%,1%
CCCCCCn1c(CN2CCN(C)CC2)nc2c1c(=O)n(C)c(=O)n2C,17%,-3%
C=CCN(C)CC/C=C1\c2ccccc2CSc2ccccc21,-3%,-7%
Cc1cccc(-n2nnnc2SCc2csc(-c3ccccc3)n2)c1,12%,-2%
COc1cccc(NC(=O)C2C3C=CC4(O3)C2C(=O)N(C(C)C)C4C(=O)NC2CCCCC2C)c1 (stereo unspecified),1%,-9%
O=C(Nc1ccccc1F)c1ccc(COc2ccc(Cl)cc2Cl)o1,5%,-1%
Cc1csc2ncc(C(=O)NCc3ccccn3)c(=O)n12,8%,2%
O=C(CCc1nc2ccccc2[nH]1)NC1CCCCC1,14%,8%
O=S1(=O)CC(O)C(Nc2ccc(Cl)cc2)C1 (stereo unspecified),29%,3%
CCCCCn1nc(C)c(/C=N/NC(=O)c2ccoc2C)c1C,-15%,-9%

# For convenience, part of the list above.
SMILES,p53null 39C kill,p53null 32C tox
COc1cccc(NC(=O)C2C3C=CC4(O3)C2C(=O)N(C(C)C)C4C(=O)NC2CCCCC2C)c1 (stereo unspecified),1%,-9%
O=C(Nc1ccccc1F)c1ccc(COc2ccc(Cl)cc2Cl)o1,5%,-1%
Cc1csc2ncc(C(=O)NCc3ccccn3)c(=O)n12,8%,2%
O=C(CCc1nc2ccccc2[nH]1)NC1CCCCC1,14%,8%
O=S1(=O)CC(O)C(Nc2ccc(Cl)cc2)C1 (stereo unspecified),29%,3%
CCCCCn1nc(C)c(/C=N/NC(=O)c2ccoc2C)c1C,-15%,-9%

# Following part.
SMILES,p53null 39C kill,p53null 32C tox
Cc1ccc(Cn2c(=O)c3c(nc4n3CCN4Cc3ccco3)n(C)c2=O)cc1,6%,-5%
O=C(CSc1oc(-c2ccc(F)cc2)nc1S(=O)(=O)c1ccc(F)cc1)NCC1CCCO1 (stereo unspecified),23%,5%
Clc1ccc(C2CC(c3ccco3)n3ncnc3N2)cc1Cl (stereo unspecified),4%,13%
COc1ccccc1NC(=O)c1ccc(COc2ccc3c(c2)CCC3)cc1,-5%,-8%
O=C(c1cc2ccccc2oc1=O)N(Cc1cccs1)Cc1cccs1,-1%,-4%
CC12CCC(C(=O)N(CSC(=S)N/N=C\c3ccccc3Cl)C1=O)C2(C)C (stereo unspecified),12%,5%
CCOC(=O)c1c(N=CN(C)C)c(C#N)c2n1CCCC2,12%,18%
COc1ccc(CN(C(=O)CSc2nnc(-c3c[nH]c4ccccc34)o2)c2ccc(F)cc2)cc1OC,?,?
CCn1nnnc1SCC(=O)Nc1ccc2c(c1)OCO2,-14%,-3%
CCn1nnnc1SCC(=O)N1CCCc2ccccc21,37%[activator],3%
CC(C)n1c(SCC(=O)Nc2nc3c(s2)CCCC3)nc2c1c(=O)n(C)c(=O)n2C,-2%,-9%
Cc1c(NC(=O)c2ccccc2)c(=O)n(-c2ccccc2)n1C,24%,-2%
CN(C1CCCCC1)S(=O)(=O)c1ccc(NC(=O)CCC(=O)O)cc1,-1%,-7%
CCC(C)(C)NC(=O)C(c1ccncc1)N(Cc1ccc(C)cc1)C(=O)c1csnn1 (stereo unspecified),8%,-5%
O=C(Cn1c(=O)n(CC(=O)NCc2ccccc2)c2ccccc21)NCc1ccccc1,-4%,2%
COCn1c(-c2ccc(OC)cc2)nc2ccccc21,11µM*,14µM*
COc1ccc(NS(=O)(=O)c2ccc(OC)c(OC)c2)cc1OC,-20%,7%

# 6 entries from above, arranged by molar mass, falling:
SMILES,p53null 39C kill,p53null 32C tox
CC(C)n1c(SCC(=O)Nc2nc3c(s2)CCCC3)nc2c1c(=O)n(C)c(=O)n2C,-2%,-9%
CC12CCC(C(=O)N(CSC(=S)N/N=C\c3ccccc3Cl)C1=O)C2(C)C (stereo unspecified),12%,5%
CN(C1CCCCC1)S(=O)(=O)c1ccc(NC(=O)CCC(=O)O)cc1,-1%,-7%
COc1ccc(NS(=O)(=O)c2ccc(OC)c(OC)c2)cc1OC,-20%,7%
Clc1ccc(C2CC(c3ccco3)n3ncnc3N2)cc1Cl (stereo unspecified),4%,13%
Cc1c(NC(=O)c2ccccc2)c(=O)n(-c2ccccc2)n1C,24%,-2%
